# Polio RdRp inh – inhibitors of poliovirus RNA polymerase binding and polymerization | actives 0.66% (n = 150,000) | % elongation, % (compound at 16.7 µg/mL) | AID 588519 | P03300 | poliovirus polymerase elongation, fluorescence polarization; active compounds read low; in the data active = % elongation below about 90%; also: some results filed as inactive read as strong as hits
# Target sequence (P03300 1749-2209 limits assumed): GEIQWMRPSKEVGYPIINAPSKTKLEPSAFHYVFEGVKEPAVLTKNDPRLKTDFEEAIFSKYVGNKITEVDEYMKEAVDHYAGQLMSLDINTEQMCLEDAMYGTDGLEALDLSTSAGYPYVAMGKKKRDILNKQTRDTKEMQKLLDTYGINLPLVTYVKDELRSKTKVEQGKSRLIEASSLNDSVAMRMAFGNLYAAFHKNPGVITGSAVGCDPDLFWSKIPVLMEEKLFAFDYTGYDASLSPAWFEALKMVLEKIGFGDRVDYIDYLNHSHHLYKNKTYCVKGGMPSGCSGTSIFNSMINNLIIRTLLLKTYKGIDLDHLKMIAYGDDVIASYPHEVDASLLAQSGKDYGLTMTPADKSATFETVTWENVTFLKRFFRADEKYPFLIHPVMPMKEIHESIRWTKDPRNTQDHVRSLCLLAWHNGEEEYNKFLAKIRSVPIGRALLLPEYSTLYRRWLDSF
# Polio RdRp inh FP z-score – second read-out of Polio RdRp inh, no call of its own (marks repeat the call); z-score; measured here: FP z-score; hits read low
# An asterisk follows results filed as active; & = joins results of further samples. The list is partial; the hit share may differ from the screen's.
SMILES	Polio RdRp inh FP z-score	Polio RdRp inh
CCN(Cc1nc2ccccc2c(=O)[nH]1)Cc1nc2cc(OC)c(OC)cc2c(=O)[nH]1	0	103
Cc1ccccc1CN1C(=O)c2ccccc2S(=O)c2ccc(C(=O)NCc3ccco3)cc21 (stereo not given)	0.1	106
COC(=O)C1=CN(CCc2ccccc2)C=C(C(=O)OC)C1C(=O)OC	0.6	107
COc1cc(Cl)c(NS(=O)(=O)c2cc(-c3onc(C)c3C)ccc2OC)c(OC)c1	0.5	102
Nc1ccc(Sc2nnnn2-c2ccccc2)c(Cl)c1	0.3	101
Clc1c(-c2nnc(-c3ccc(N4CCOCC4)cc3)o2)sc2ccccc12	0.4	103
CN(C)C(C#N)c1cn(C)c2ccccc12 (stereo not given)	0.8	102
N#Cc1ccc(N2CCCCC2)cc1	-1.3	99
COc1cc(CCC(=O)NCc2ccc3c(c2)CCN3C(=O)c2ccccc2)cc(OC)c1OC	-0.7	104
OC1C(c2ccccc2)=NNC1c1ccccc1 (stereo not given)	-1.3	99
O=C(Nc1ccc2c(c1)OCCO2)[C@@H](c1ccccc1)N1Cc2ccccc2C1=O	-1.6	98
O=C1C=CC(=O)N1c1ccc(-c2cnc(-c3ccc(N4C(=O)C=CC4=O)cc3)nc2)cc1	-1	99
O=C(N1CCCC1)N1c2ccccc2Sc2ccccc21	0.2	102
Cc1ccc(C(=O)N(C(=O)c2ccc(C)cc2)c2cc(C)on2)cc1	0.1	105
COc1cccc(NC(=O)Cn2cc(S(=O)(=O)Cc3ccccc3F)c3ccccc32)c1	0.8	110
O=C1CSC(=O)N1CC(O)COc1ccc(OCC(O)CN2C(=O)CSC2=O)cc1 (stereo not given)	0.2	101
Cc1ccccc1NC(=O)Nc1sc(=S)n(C)c1C	0.6	102
COC(=O)c1ccc(C2c3c(-c4ccc(Br)cc4)n[nH]c3C(=O)N2c2ccc(Cl)cc2)cc1 (stereo not given)	0.3	109
COc1ccccc1C(=O)Nc1nnc(S(=O)(=O)N2CCN(c3ccc(F)cc3)CC2)s1	0.2	109
Cc1c(Cl)cccc1NCC(=O)N1CC2(C)CC1CC(C)(C)C2 (stereo not given)	0	102
Cc1ccccc1N(C)C(=O)Cn1ncc2c1-c1ccccc1OC2	1.2	102
CCOC(=O)c1scc(-c2ccc(C)cc2)c1S(=O)(=O)N1CCN(c2ccccc2)CC1	1.8	113
O=C(c1ccccc1)C1CCN(C(=O)c2ccco2)CC1	-0.1	102
Cc1cc(/C=C(/C#N)c2ccc(F)cc2)c(C)n1Cc1ccccc1	-0.3	100
CC1(C)CN(C(=S)Nc2cccc(Cl)c2)C1=O	-0.4	103
On1c(-c2cccc(F)c2)nc2c1CCc1nonc1-2	0.4	101
O=C(NCC(c1cccnc1)N1CCc2ccccc21)c1ccc(F)c(F)c1 (stereo not given)	1.6	115
CCOC(=O)C1C(=O)C=C(c2ccc(C)cc2)CC1c1ccc(CC)cc1 (stereo not given)	0.6	103
COc1ccccc1CC(=O)NCC1OCCc2ccccc21 (stereo not given)	0.5	104
COc1ccccc1C(=O)Oc1c(Sc2ccccc2)c(C)nn1-c1ccccc1	1.2	108
CC(Oc1ccc(/C=C(/C#N)C(=O)N2CCOCC2)cc1)C(=O)O (stereo not given)	-0.1	101
CCS(=O)(=O)NCC(c1ccc(N(C)C)cc1)N1CCc2ccccc21 (stereo not given)	-0.3	100
CCn1c(C)cc(/C=C2/NC(=O)N(c3ccccc3)C2=O)c1C	-0.3	99
CCC(=O)c1c(C)oc2ncnc(Nc3ccc(CCO)cc3)c12	0	101
CCOC(=O)c1cnn(-c2ccc(OC)cc2)c1C1CCN(C(=O)OC(C)(C)C)CC1	0.2	108
Cc1oc(-c2ccccc2Cl)nc1CS(=O)CC(=O)NCc1ccccc1Cl (stereo not given)	0.2	107
CC1SCC(=NOCc2ccccc2)CS1 (stereo not given)	0.8	105
CC1CN(CCC(=O)Nc2ccc(S(N)(=O)=O)cc2)CC(C)O1 (stereo not given)	0.1	102
CCC(=O)Nc1ccc(CC)cc1-c1nc2ccccc2n(Cc2ccccc2)c1=O	-0.9	102
Cn1c(=O)oc2cc(S(=O)(=O)N3CCC(C(=O)NCc4ccccc4)CC3)ccc21	0	107
c1ccc(N2CCN(c3c4c(nc5ncnn35)CCC4)CC2)cc1	0.5	108
C[N+]1(Cc2cn3ccccc3n2)CCOCC1	-0.2	101
Cc1cccc(CC(=O)NCCc2csc(-c3ccc(C(F)(F)F)cc3)n2)c1	0.2	108
O=C(CCC(=O)N1CCc2ccccc2C1)c1ccccc1	0.2	104
Cc1csc2nc(COc3ccccc3NC(=O)c3ccc(C(C)(C)C)cc3)cc(=O)n12	-0.2	107
Cc1ccc2c(c1)cc(CN(Cc1ccc3c(c1)OCO3)S(=O)(=O)c1ccccc1)c1nnnn12	-0.8	100
Cc1nc2ccccc2c(C)c1C(=O)Nc1ccc(Cl)cc1	0.1	102
O=S(=O)(c1ccccc1)c1nnn2c1nc(N1CCCC1)c1sccc12	-1.3	99
COC(=O)c1ccc2c(=O)[nH]c(COC(=O)c3cnc(C)cn3)nc2c1	2	113
COc1ccc2nc(C(=O)O)sc2c1	-1.7*	86*

# Compound profiles, from the list above. Screens in order: Polio RdRp inh FP z-score	Polio RdRp inh
# Cc1ccc2c(c1)cc(CN(Cc1ccc3c(c1)OCO3)S(=O)(=O)c1ccccc1)c1nnnn12 across the screens: -0.8	100
# CCC(=O)Nc1ccc(CC)cc1-c1nc2ccccc2n(Cc2ccccc2)c1=O across the screens: -0.9	102
# CCC(=O)c1c(C)oc2ncnc(Nc3ccc(CCO)cc3)c12 across the screens: 0	101
# CC1CN(CCC(=O)Nc2ccc(S(N)(=O)=O)cc2)CC(C)O1 (stereo not given) across the screens: 0.1	102
# On1c(-c2cccc(F)c2)nc2c1CCc1nonc1-2 across the screens: 0.4	101

# Carrying on:
SMILES	Polio RdRp inh FP z-score	Polio RdRp inh
O=C(CC12CC3CC(CC(C3)C1)C2)N1CCCC1CO (stereo not given)	0.2	104
CCn1c2ccccc2c2cc(NC(=O)CSc3nncn3C)ccc21	-0.5	101
Cc1c(-c2ccccc2)nc2ccccc2c1C(=O)O	0.3	103
CS(=O)(=O)Nc1ccccc1C(=O)OCC(=O)Nc1ccccc1C(F)(F)F	-0.4	100
O=C1CCc2cc(C(=O)CSc3ccc(Cl)cc3Cl)ccc2N1	0.1	106
Cc1cc2occ(CC(=O)Oc3ccc4c(c3)OCO4)c2cc1C	1.6	111
CN(C)c1cccc(C(=O)OCc2cc(=O)oc3cc(O)ccc23)c1	-0.7	99
Cc1ccc(S(=O)(=O)n2nc(C)c(S(=O)(=O)N3CCCCCC3)c2C)cc1	-0.7	104
O=C(C1CCN(S(=O)(=O)c2cccc3nonc23)CC1)N1CCCC1	0.5	104
O=C(CSc1cn(CCNC(=O)c2c(F)cccc2F)c2ccccc12)Nc1ccc(F)cc1	3.5	117
CC1SC(C)C(=O)N(CC(=O)Nc2ccc3c(c2)OCCO3)C1=O (stereo not given)	-0.9	98
O=C(COC(=O)c1ccccc1NC(=O)c1ccco1)Nc1ccccc1	0.2	103
O=P1(NCCO)C=C(c2ccccc2)OC(c2ccccc2)=C1	0.1	102
Cc1cc(NCCNc2ccccc2)c2ccc3ccccc3c2n1	0.2	103
CCC(c1nnnn1CCc1ccccc1)N(Cc1ccco1)Cc1cc2cc(C)ccc2[nH]c1=O (stereo not given)	1.4	106
Cc1cc(C)c2nc(N(Cc3cccnc3)C(=O)CCOc3ccccc3)sc2c1	0.6	109
CCN1C(=O)/C(=c2/s/c(=C3\SC(C)=C(C)N3CC)c(=O)n2CC)N(C)C1=S	-0.4	99
NC(=O)Cn1c(CN2CCCC2c2ccc3c(c2)OCCCO3)nc2ccccc2c1=O (stereo not given)	-0.7	96
CCOC(=O)c1cc(S(=O)(=O)N2CCN(c3ccc(C)cc3C)CC2)[nH]n1	-1.3	101
O=C(CC1=NS(=O)(=O)c2ccccc2N1)NCCc1c[nH]c2ccccc12	0.4	102
CCOC(=O)c1cccc(NC(=O)c2cn(-c3cccc(OC)c3)c(=O)c3ccccc23)c1	2.1	116
FC(F)n1c(=S)[nH]c2ccccc21	0.4	108
O=C(NC1CCCCC1)Sc1ccc(Cl)cc1	-0.5	95
COc1ccccc1NC(=S)NC1CC2CCC1C2 (stereo not given)	-0.2	102
COc1ccccc1NC(=O)C(c1ccccc1)N1CCOCC1 (stereo not given)	-0.2	102

# Retrieved by structure from the entries so far (two):
SMILES	Polio RdRp inh FP z-score	Polio RdRp inh
O=C(NC1CCCCC1)Sc1ccc(Cl)cc1	-0.5	95
CC1SC(C)C(=O)N(CC(=O)Nc2ccc3c(c2)OCCO3)C1=O (stereo not given)	-0.9	98

# Continuation:
SMILES	Polio RdRp inh FP z-score	Polio RdRp inh
CC(C)NC(=S)NNc1ccccc1C(F)(F)F	0	104
CCCCN(C)CCNC(=O)c1ccc2c(=O)n(CCc3ccccc3)c(=O)[nH]c2c1	1.8	111
COC(=O)c1ccc(Nc2nc3ccc(C)cc3n3cnnc23)cc1	0.2	102
CCOC(=O)Cc1csc(NC(=O)CSc2nc(N)c3c4c(sc3n2)CCCC4)n1	-0.1	101
Cc1cc(/C=C2/C(=N)N3C=CSC3=NC2=O)c(C)n1-c1ccccc1	-0.2	101
Cc1ccc2nc(SCC(=O)N(C)C3CCCCC3)c(C#N)cc2c1	-0.7	99
Cc1onc(-c2ccccc2)c1C(=O)NCCc1ccccc1	0	101
CCC(=O)N1c2ccc(S(=O)(=O)NC(C)C)cc2CC1C (stereo not given)	0	100
CC(Oc1ccccc1)C(=O)N1CCCC1 (stereo not given)	-0.5	99
CCOC(=O)C1CCCN(C(=O)COc2ccc3oc4ccccc4c3c2)C1 (stereo not given)	-0.5	97
COc1cc2c(cc1OC)CN(C(=O)CCC(=O)O)CC2	0.7	106
Cc1ccc2c(=O)c(C(=O)c3ccccc3)c[nH]c2n1	-0.7	100
CCCCNC(=O)c1cn(CC)c2ccc(S(=O)(=O)N3CCCC3)cc2c1=O	-1	99
O=C1NC(=S)NC(=O)C1=Cc1ccco1	0.3	101
CN(C)/C=C1\CCCCN2C(=O)/C(=C\c3ccc(Cl)cc3)N=C12	2.6	124
Cc1cccc(N2CC(c3nc4ccc(C)cc4[nH]3)CC2=O)c1 (stereo not given)	0.4	109
OCc1ccc(-c2nn(Cc3ccccc3)c3ccccc23)o1	-0.6&0.2	97&101
CCOc1ccc2[nH]c3nc(SCC4CCCO4)nnc3c2c1 (stereo not given)	-0.1	101
Fc1ccccc1N1CCN(c2nccn3nc(-c4ccc(Br)cc4)cc23)CC1	0.2	107
Nc1ccc(C(=O)OCC(=O)c2ccc(Br)cc2)c(O)c1	0	105
Cc1ccc(NC(=O)Nc2cccs2)c(C)c1	0.9	114
Cc1cc(S(=O)(=O)Nc2ccc(O)c(Sc3nc4ccccc4s3)c2)ccc1Cl	-0.5	103
Cc1ccc(OCCN2CCN(c3nc(NCc4ccccc4)c4ccccc4n3)CC2)cc1	0	100
Nc1nc(SCC(=O)NC2CCCCC2)n[nH]1	0.2	104
CS(=O)(=O)N(CC(=O)N1CCC(C(N)=O)CC1)c1cccc(C(F)(F)F)c1	0.3	103

# Taken from above:
# Polio RdRp inh FP z-score result of `CC(C)NC(=S)NNc1ccccc1C(F)(F)F` is entered as 0
# Polio RdRp inh result of `CC(Oc1ccccc1)C(=O)N1CCCC1` (stereo not given) is entered as 99

# (further entries)
SMILES	Polio RdRp inh FP z-score	Polio RdRp inh
NNC(=O)CNC(c1ccccc1)c1cc(Br)ccc1N (stereo not given)	0.8	105
COc1ccc(C2(C(=O)N3CCCC3)CCCC2)cc1OC	0.7	105
CCCc1[nH]nc2c1C1(CCN(C)CC1C)C(C#N)=C(N)O2 (stereo not given)	0.1	103
CC(=O)c1ccc(N2CCN(c3ncnc4c3cnn4-c3cc(Cl)ccc3C)CC2)cc1	-0.3	105
CC(=O)O[C@@H]1CC[C@]2(C)C3CC[C@]4(C)C(=O)CCC4C3CC[C@H]2C1 (stereo not given in full)	0.2	101
CSC1=N/C(=C\c2ccccc2O)C(=O)N1Cc1ccc(Cl)cc1	3	121
COc1ccc(/C=C/C(=O)Nc2nc3n(n2)C(c2ccc(F)cc2)C=C(c2ccccc2)N3)cc1 (stereo not given)	-0.1	106
CCCCc1ccc(C(=O)/C=C2\NC(=O)CS2)cc1	0.6	107
Cc1ccc(C)c(Nc2nn3c(=O)c4ccc(C(=O)N(C)Cc5ccccc5)cc4nc3s2)c1	-0.5	106
CCN(CC)C(=O)CSc1nnc(C(C)N(C)C)n1-c1ccc(F)cc1 (stereo not given)	0	101
CN(Cc1ccccc1)Cc1cccnc1	0	105
COc1cc(/C=C(\C#N)c2nc3ccccc3c(=O)[nH]2)cc(OC)c1OC	-0.6	101
Cc1nc2ccc(F)cc2c2c1COC2	-0.2	99
CN(C)c1ccc(C(=S)N2CCN(c3ccccc3F)CC2)cc1	0.5	102
CN1CCN(C(=O)CSc2nc3ccccc3n2C)CC1	0.1	103
Cc1ccc(-n2ncc(C(=O)N3CCCCC3)c2C2CCN(C(=O)OC(C)(C)C)CC2)c(C)c1	0	106
COc1ccc(C)cc1-n1c(SCC(=O)N(C)C2CCS(=O)(=O)C2)nc2ccccc2c1=O (stereo not given)	0	104
CC1CCCCN1C(=S)NC(=O)c1cccs1 (stereo not given)	-0.4	99
COc1ccc(OCC(O)CNC(=O)c2ccc(N(C)C)cc2)cc1 (stereo not given)	0.2	104
Cc1ccc(C2=NNC(=S)C3=CNc4ccccc4N32)cc1	1.8	121
Cc1ccccc1C(=O)Nc1cccc(C(=O)OCc2cc(=O)n3c4c(sc3n2)CCCC4)c1	0.8	109
Cc1cc(C)nc(-n2nc(C)cc2NC(=O)CN2CCCC2)n1	-0.1	106
O=C(Nc1csnc1-c1c(Cl)cccc1Cl)NN1CCOCC1	-0.3	100
